# E coli growth = E. coli V3065 growth inhibition, primary screen, counter-screen for AddAB inhibitor project, absorbance, OD600; 18 h; inhibition, % at 11.9 µM; hit rate 0.27% among 330,000;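 active = inhibition above the campaign's mean inhibition across all tested compounds plus 3 SD, cut at about 9.9% in these data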;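 note: uninfected addAB+ strain grown without phage in ampicillin broth; 0% = DMSO wells and 100% = ciprofloxacin 0.95 µg/ml wells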
# OPRM1-OPRD1 ag = agonists of OPRM1-OPRD1 heterodimerization, primary screen, cell-based, luminescence | hit rate 0.3% among 340,000 | cells | AID 504326, 2011 | activation, % at 9.3 µM; in the data active = activation above about 18%;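 note: 0% = vehicle-treated cells and 100% = reference agonist; values of inactives mirror those of a sister screen read the other way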
# Target sequence (P35372 whole entry, looked up): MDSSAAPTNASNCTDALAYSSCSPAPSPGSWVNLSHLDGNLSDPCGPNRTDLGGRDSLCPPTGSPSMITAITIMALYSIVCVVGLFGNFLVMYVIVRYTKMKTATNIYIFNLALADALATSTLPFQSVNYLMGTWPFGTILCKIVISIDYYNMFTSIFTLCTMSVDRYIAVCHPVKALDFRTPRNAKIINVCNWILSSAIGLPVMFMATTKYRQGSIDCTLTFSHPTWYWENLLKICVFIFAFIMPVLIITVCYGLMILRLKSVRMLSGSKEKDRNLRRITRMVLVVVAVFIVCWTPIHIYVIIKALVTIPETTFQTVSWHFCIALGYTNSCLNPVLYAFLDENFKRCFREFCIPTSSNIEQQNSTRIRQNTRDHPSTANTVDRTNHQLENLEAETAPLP
# Target sequence (P41143 whole entry, looked up): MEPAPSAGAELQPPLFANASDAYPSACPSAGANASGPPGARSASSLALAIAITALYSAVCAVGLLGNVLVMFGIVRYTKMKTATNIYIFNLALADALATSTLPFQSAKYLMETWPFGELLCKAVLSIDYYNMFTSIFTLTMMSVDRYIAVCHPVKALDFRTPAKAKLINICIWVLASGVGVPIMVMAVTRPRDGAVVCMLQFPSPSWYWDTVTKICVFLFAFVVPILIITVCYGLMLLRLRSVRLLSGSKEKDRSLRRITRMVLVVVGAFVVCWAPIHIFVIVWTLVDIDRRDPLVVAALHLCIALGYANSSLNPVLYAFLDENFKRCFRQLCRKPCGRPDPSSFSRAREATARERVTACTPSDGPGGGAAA
# HTR5A inv ag = HTR5A inverse agonists in luminescence cell assay, primary screen, counter-screen for OPRM1-OPRD1 heterodimer inverse agonist project, full-deck HTS; HTR5A cell line, inverse agonism; inhibition, % at 9.3 µM; hit rate 0.083% among 340,000; AID 504634, 2011; in the data active = inhibition mostly above about 23%, no sharp cut-off; inactive = mostly below about 18%;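 note: 0% = cells with DMSO and 100% = no-cell wells with DMSO; some compounds called inactive have numbers as strong as hits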
# MOR-DOR inv ag = inverse agonists of MOR-DOR heterodimerization, primary screen, cell-based, luminescence. Mu-type opioid receptor (Homo sapiens) + Delta-type opioid receptor (Homo sapiens), …. cell-based MOR-DOR heterodimer luminescence, inverse agonism. inhibition, % at 9.3 µM. hit rate 0.21% among 340,000. AID 504357, 2011; in the data active = inhibition above about 22%, passing the limit was not always enough;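 note: 0% = cells with DMSO and 100% = wells without cells with DMSO; values of inactives mirror those of a sister screen read the other way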
# AddAB inh = growth inhibition of E. coli expressing H. pylori AddAB, primary screen, AddAB inhibitor project, absorbance. inhibition, % at 11.9 µM. hit rate 0.29% among 330,000; in the data active = inhibition above about 12%;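 note: 0% = vehicle wells of infected cells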
# PKA-R1A act = activators of PKA-R1A holoenzyme, primary screen, biochemical, fluorescence polarization, Cy5-IP20, bovine R1A, mouse PKAc. hit rate 0.083% among 340,000. cAMP-dependent protein kinase type I-alpha regulatory subunit (Bos taurus) + …. AID 504707, 2011. activation, % at 11.4 µM. PKA-R1A dissociation; scaled: DMSO 0%, 113 µM cGMP 100%;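 active = percent activation above the mean of all tested compounds plus 3 SD, cut at about 19% in these data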;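 note: higher means more PKAc released from R1A so a rise in polarization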
# PKA-R2B act = activators of PKA-R2B holoenzyme, primary screen, biochemical, fluorescence polarization, Cy5-IP20, human. cAMP-dependent protein kinase catalytic subunit beta (Homo sapiens) + cAMP-dependent …. PKA-R2B holoenzyme dissociation; R2B truncated from residue 108, S112A mutant; 0% DMSO only, 100% 113 µM cGMP. activation, % at 11.4 µM. hit rate 0.079% among 340,000. AID 504700, 2011;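 active = activation above a cutoff set at the mean over all compounds plus 3 SD, cut at about 18% in these data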;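 note: higher means more holoenzyme dissociation and a rise in polarization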
# phage Ecoli inh = growth loss of phage-infected E. coli, primary screen, RecBCD inhibitor project, absorbance, with phage, HTS; inhibition, % at 11.9 µM; AID 651602, 2012; hit rate 0.26% among 360,000; in the data active = inhibition above about 11%
# PfHsp90 yeast 2 = growth inhibition of PfHsp90-expressing yeast, primary screen, antimalarial PfHsp90 inhibitor project, S. cerevisiae, BacTiter-Glo luminescence, single point, set 2; BacTiter-Glo ATP, 48 h; yeast lacking PDR1 and PDR3 efflux regulators; inhibition, % at 9.4 µM; hit rate 0.32% among 310,000; AID 504621, 2011;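 active = every replicate shows inhibition above about 80%, whatever the replicate mean, limit read from the data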;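 note: 0% = DMSO neutral controls and 100% = 20 µM radicicol positive controls; yeast relying on Plasmodium falciparum Hsp90 in place of its own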
# Mot1-301 SUMO = yeast Mot1-301 growth rescue at high temperature, primary screen, SUMOylation pathway inhibitor project, S. cerevisiae, ATP luminescence, 38.5C. S. cerevisiae Mot1-301 growth rescue; percent above DMSO median, 100 means doubled. growth rescue, % at 18.8 µM. hit rate 1% among 320,000. AID 2716, 2010;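 active = every valid replicate shows activation above 250% relative to neutral control wells; inactive = the rest, any valid replicate at or below 250%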;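 note: OY570 slx delta 5 strain wells were the positive control but not used for scaling; some compounds called inactive have numbers as strong as hits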
# Tat transport = E. coli Tat export inhibitors, primary screen, MC4100, TorA-mCherry reporter, fluorescence, single point; inhibition, % at 10 µM; AID 488895, 2010; hit rate 0.036% among 340,000;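 active = mean replicate inhibition at least 50% and at least half of replicates individually reaching 50%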;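 note: exported cargo escapes ClpAP degradation while cytoplasmic cargo is degraded and loses fluorescence; 0% = median of neutral control wells and 100% = median of NaSCN control wells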
# The depositor's hits bear a star; . = not tested or not shown. Not a hit list; about 2.2% have a hit in one of these screens.
SMILES	E coli growth	OPRM1-OPRD1 ag	HTR5A inv ag	MOR-DOR inv ag	AddAB inh	PKA-R1A act	PKA-R2B act	phage Ecoli inh	PfHsp90 yeast 2	Mot1-301 SUMO	Tat transport
CC1CN(c2oc(-c3ccccc3Cl)nc2C#N)CC(C)O1 (stereo not given)	0.5	-3.0	1	13	3.2	0	-10	1.6	-11	0	5
Nc1cc(Cl)ccc1N1CCCCCC1	-0.3	1.8	-14	-9	0.8	-6	-2	2.2	9	-13	18
Cc1ccc(OCC(=O)NCc2cccs2)cc1	-0.4	-3.7	-12	16	-0.5	7	-6	0.8	-12	-10	-3
COCCCNC(=S)N(CCO)Cc1cc2cc3c(cc2[nH]c1=O)OCCO3	-2.0	-1.1	7	5	-0.5	-11	-8	1.6	15	-8	0
COc1cc(C)c(S(=O)(=O)Nc2ccc(CC(=O)O)cc2)cc1C	-1.1	-1.2	-10	6	1.6	-3	2	3.2	.	-4	5
CN1CCN(c2ccc(Cl)cc2NC(=O)CC2OC(=O)c3ccccc32)CC1 (stereo not given)	-0.7	-3.0	6	16	1.0	2	-16	0.3	.	215	6
O=C(Cc1ccc2c(c1)OCCO2)Nc1cc(Cl)ccc1N1CCOCC1	.	3.3	15	-21	.	-2	8	1.3	.	.	3
CC(=O)N1CCc2cc(S(=O)(=O)NC(CC(C)C)C(=O)N3CCn4c3nc3ccccc34)ccc21 (stereo not given)	1.2	.	.	.	0.6	3	-10	2.8	32	0	-2
Cc1cc(O)c(C(=O)/C=C/c2ccccc2O)c(=O)o1	.	-2.0	6	9	.	2	6	1.8	27	-13	-6
CCCCN(CC)C(=O)CN(C)S(=O)(=O)c1cccc2nsnc12	0.1	-0.2	-7	1	-0.5	3	-5	0.1	.	-18	1
C(#Cc1ccccc1)C[N+]1(CC#Cc2ccccc2)CCCC1	0.1	-3.5	13	18	1.0	-10	-1	3.4	21	6	4
COc1ccc(N=C(N)N=C(N)N)c(OC)c1	-0.3	-2.0	7	10	1.7	1	4	3.2	42	49	-1
C=CCN(CCNP(=O)(OCC)OCC)CP(=O)(OCC)OCC	1.3	-1.2	3	7	3.5	16	20*	2.5	-2	7	-5
COc1cc(C(=O)N2C[C@H]3CC[C@H]2C3)ccc1OC1CCN(C(C)=O)CC1	0.7	-3.3	-10	18	-0.2	-8	-6	0.6	14	0	-6
CC(C)C[C@@H](CO)N1CCN(Cc2cccc(C#N)c2)CCC1=O	-0.7	-1.7	-12	9	3.7	0	-1	1.8	2	-10	9
Cc1cccc(N2CCN(c3ccc(N4C(=O)CCCC4=O)cc3[N+](=O)[O-])CC2)c1C	0.1	-0.3	11	2	2.0	-13	-4	5.3	1	3	-11
O=C(NCCCN1CCOCC1)c1ccc(CNS(=O)(=O)c2ccc(Br)cc2)cc1	-1.4	-0.8	19	4	-1.2	9	0	5.1	3	.	2
Cc1ccc(S(=O)(=O)Nc2ccc(-c3nc4ccc(C)cc4s3)cc2)cc1	0.8	5.8	-16	-39	5.5	-10	-2	2.6	-22	0	-9
Cc1cccc(NC(=S)N/N=C/c2cccn2Cc2ccc(F)cc2)c1	4.7	11	-11	-54	4.5	-14	-2	0.8	10	-25	-3
CC(=O)c1ccc(OCC(=O)NCCC2=CCCCC2)cc1	.	-1.2	22	6	.	-7	-1	4.5	10	.	-2
O=C1CSC(=S)N1/N=C/c1ccc2c(c1)OCCO2	9.9*	3.3	-6	-15	4.5	-7	5	1.4	-5	29	7
Cc1ccc(NC(=O)CNC(=O)c2cccc(C)c2)nc1	0.1	-3.5	-9	17	4.2	-7	-5	1.9	8	1	-16
Cc1ccc(CNC(=O)C2CCN(S(=O)(=O)c3cccs3)CC2)o1	0.2	-0.3	-10	2	0.0	1	4	1.5	11	4	-2
O=C1NC(=O)C2(COC(c3cccc([N+](=O)[O-])c3)OC2)S1 (stereo not given)	-2.8	-2.3	5	12	1.2	7	0	3.6	-4	2	-3
Brc1cccc2sc(N3CCCC3)nc12	0.2	-1.3	-1	6	-0.1	1	11	1.8	-7	22	2
CCOC(=O)C1=C(C)N(C)C(=O)NC1c1ccc(C)s1 (stereo not given)	1.9	-0.5	-5	3	2.8	2	1	3.1	14	7	-2
O=c1cc(CSc2nnc(COc3ccccc3Cl)o2)nc2sccn12	-0.1	-1.2	3	7	0.3	0	2	1.2	-6	-4	-7
CCOP(=O)(c1ccccc1)C(O)c1ccccc1 (stereo not given)	0.0	-0.1	7	0	5.5	-9	-14	3.9	-19	-5	17
COc1ccc(CN2CCN(C(=O)c3cc(OC)c(OC)c(OC)c3)CC2)cc1OC	4.0	-1.2	-11	7	1.3	-8	2	.	.	-6	-6
CC(=O)C(Sc1ncnc2sc3c(c12)CCCC3)C(C)=O	-1.6	4.6	-16	-25	-2.4	-7	8	0.8	-88	-3	6
Cc1ccccc1NC(=S)NNC(=O)c1cccnc1	0.7	-0.7	17	4	-1.2	-5	-3	-0.6	-37	-9	-3
O=c1[nH][nH]c(-c2ccccc2)c1C=Nc1ccccc1	1.2	-2.1	-14	13	0.9	-5	8	0.3	-22	13	-3
N#CCSc1ncnc2c1cnn2CCO	-0.7	-3.1	21	16	1.5	-12	9	2.1	5	0	3
O=C(CSc1n[nH]c(-c2cc(Cl)ccc2Cl)n1)NCCN1C(=O)CSC1=O	-1.5	-0.1	0	0	2.2	-1	-2	5.7	4	-9	-1
CC(NC(=O)COC(=O)/C=C/c1ccc(Cl)cc1)c1ccccc1 (stereo not given)	0.4	-1.0	-6	6	0.6	-8	7	2.5	-2	-2	-2
Nc1nc2c(-c3ccc(Br)cc3)nnn2c2ccccc12	0.6	-0.2	9	1	1.6	-9	3	3.3	-29	1	-11
COc1ccc(CCNC(=O)CC2Nc3ccccc3NC2=O)cc1 (stereo not given)	-1.9	-3.1	-11	18	1.7	-6	-1	0.5	.	3	-2
CCC1(C)Cc2c(sc3c2c(=O)n(C)c2nnc(SCCc4ccccc4)n32)CO1 (stereo not given)	0.2	-2.0	-12	11	-2.4	0	5	1.1	-7	.	-3
CCc1ccc(N2C(=O)c3ccc4c5c(ccc(c35)C2=O)CC4)cc1	-1.7	-2.0	-22	11	2.2	-19	-12	3.3	.	7	1
O=C(Nc1c2c(nc3ccccc13)CCCC2)c1cccc([N+](=O)[O-])c1	-0.3	-0.9	-14	5	1.1	-5	-3	3.4	9	-14	1
Cc1cccc(C)c1NC(=O)CNC(=O)C(C)NC(C)c1ccccc1Br (stereo not given)	-3.7	1.2	-4	-5	-2.6	-2	-1	2.0	15	7	-8
COc1cc(NC(=O)Cn2cnc3c(NCc4ccccc4)ncnc32)cc(OC)c1OC	-2.1	.	.	.	-1.7	-2	-8	-1.5	-1	.	1
CCC(CC)C(=O)Nc1cc(C(=O)OC)cc(C(=O)OC)c1	-0.4	-1.1	5	5	1.2	-12	0	4.2	-9	3	-3
CC(C)c1ccc(-c2csc(NC(=O)c3cccs3)c2C(=O)O)cc1	4.0	-2.4	-8	12	2.3	-4	1	1.4	30	24	4
Cc1noc(C)c1CSCC(=O)NCCN1C(=O)S/C(=C\c2ccccc2F)C1=O	-1.0	-0.4	2	3	0.0	-16	-6	2.6	4	3	0
CCn1c(C(=O)N2CCC(Cc3ccccc3)CC2)cc2sccc21	2.3	5.4	-4	-28	1.9	5	-8	3.7	-12	-2	15
CCOc1ccc(N2CC(C(=O)N3CCCc4ccccc43)CC2=O)cc1 (stereo not given)	1.8	-0.3	15	2	3.4	-4	1	-0.1	-1	171	-1
CC(C)(C)C(=O)N1CCN(c2ccc([N+](=O)[O-])c(-n3nc(-c4ccccc4)c4ccccc4c3=O)c2)CC1	-0.9	-0.9	14	5	-0.8	1	0	1.0	6	7	-1
CCn1c(C)[n+](CC(O)COCC2CC=CCC2)c2ccccc21 (stereo not given)	0.4	-1.2	7	7	1.3	0	7	-0.7	9	12	7
COc1ccc(Nc2nc(N)nc(CSC(=S)N3CCCCC3C)n2)cc1 (stereo not given)	2.8	-1.9	25	10	1.8	-6	-12	2.1	-11	6	6
COc1ccccc1C(=O)N(CN1CCCC1=O)c1cccc(Cl)c1	-1.1	-3.1	1	15	-1.8	3	8	1.2	17	15	1
O=C(c1[nH]ncc1-c1ccccc1)C1CO1 (stereo not given)	-0.7	-5.1	5	25	1.5	-10	4	0.1	16	-8	2
CCOC(=O)C1=C(C)NC2=C(C(=O)CC(C)(C)C2)C1c1ccsc1 (stereo not given)	-2.7	-0.7	27	4	2.1	-10	0	1.1	.	4	4
CC(NC(=O)CSc1nc(C2CC2)n(-c2ccccc2)n1)c1ccco1 (stereo not given)	3.2	-3.8	22	15	1.6	-4	-4	1.9	4	-9	-3
COc1cc(C(=O)N/N=C2\CCS(=O)(=O)c3ccc(F)cc32)cc(OC)c1OC	-1.0	-2.2	7	12	0.9	-3	-12	4.7	-38	-5	4
O=C(CN1CCN(CC(=O)c2ccccc2)CC1)c1ccccc1	.	-0.8	20	4	.	12	3	-1.0	17	.	11

# More entries
SMILES	E coli growth	OPRM1-OPRD1 ag	HTR5A inv ag	MOR-DOR inv ag	AddAB inh	PKA-R1A act	PKA-R2B act	phage Ecoli inh	PfHsp90 yeast 2	Mot1-301 SUMO	Tat transport
COc1cccc(-c2cc(C(F)(F)F)n3ncc(S(=O)(=O)c4ccccc4)c3n2)c1	0.2	-2.6	7	13	-0.1	-8	1	2.0	-21	48	-9
Cc1ccc(-c2cc(C(=O)N/N=C/c3ccco3)n[nH]2)s1	1.2	-1.8	2	8	0.6	-8	-6	3.1	-10	6	-7
CN(CC(=O)NCCc1ccc(S(N)(=O)=O)cc1)Cc1c(F)cccc1Cl	1.3	-2.7	-9	15	1.2	-9	-9	2.0	-3	-11	-9
O=C(COC(=O)c1ccccc1)Nc1ccc2[nH]c(=O)[nH]c2c1	-2.7	-1.5	5	10	-1.0	-5	-13	2.4	-28	14	0
Cc1cc(C)nc(NS(=O)(=O)c2ccc(NC(=S)NC(=O)c3cccnc3)cc2)n1	3.7	-4.8	-5	25	5.8	4	8	2.4	16	-1	1
